# Compound activity: PubChem BioAssay, NCI
# Growth percent in the NCI-60 one-dose screen (48 h, 10 µM unless noted): 100 = growth as untreated, 0 = no growth, -100 = all killed.
# SR = SR leukemia cells | 73,000 compounds, 8.7% hits
# CCRF-CEM = CCRF-CEM leukemia. 77,000 compounds, 7% hits. AID 1794778
# MCF7 = MCF7 breast cancer. 82,000 compounds, 6.3% hits. AID 1794796
# MOLT-4 = MOLT-4 leukemia cells | 80,000 compounds, 6.9% hits
# RPMI-8226 = RPMI-8226 leukemia cells. 77,000 compounds, 7.5% hits. AID 1794781
# MDA-MB-468 = MDA-MB-468 breast cancer; 78,000 compounds, 8.5% hits; AID 2202374
# MDA-MB-231 = MDA-MB-231 breast cancer; 81,000 compounds, 5% hits
# K-562 = K-562 leukemia | 78,000 compounds, 7.4% hits
# * = called active by the depositor; x = not tested or not shown. The calls were made as follows: active = growth percent below 10; inactive = the rest.
# Below each SMILES – SR, CCRF-CEM, MCF7, MOLT-4, RPMI-8226, MDA-MB-468, MDA-MB-231, K-562
O=C(Nc1ccc(OS(=O)(=O)c2ccc(F)cc2)cc1)C1CCCCC1
 : 57.7, x, 91.7, 77.8, 82.6, 88.7, 80.9, 63.8
COc1ccccc1NC(=O)C(Cl)Cl
 : 105.0, 99.9, 94.3, 114.0, 92.3, 95.2, 103.1, 107.5
N#Cc1c(-c2ccc(Cl)cc2)cc(-c2ccc(Br)cc2)[nH]c1=O
 : 80.0, 83.8, 68.7, 67.9, 62.3, 100.3, 90.4, 66.1
CCOC(=O)c1cc(C(=O)c2ccc(OC)c(OC)c2)n2ccc3ccccc3c12
 : 110.0, 103.1, 93.4, 103.1, 97.3, 92.3, 81.1, 99.3
CS(=O)(=O)c1ccc(C2=C(c3ccccc3)C(=O)OC2)cc1
 : x, 95.7, x, 87.7, 106.4, 113.3, 111.5, 104.3
N#Cc1c(N)oc2c(-c3ccccc3)c3c(C#N)c(N)oc3cc12
 : 95.5, 111.9, 89.0, 97.7, 99.8, 107.0, 96.0, 94.6
COc1ccc2nc(SCC(=O)Nc3ccccc3)[nH]c2c1
 : 75.5, 78.8, 88.2, 68.9, 74.6, 76.9, 85.0, 79.5
COc1cc(-c2cc(/C=C3\C(=O)Nc4ccc(Cl)cc43)[nH]n2)cc(OC)c1OC
 : 20.4, 10.7, 0.2*, -4.3*, -18.3*, 67.7, 52.4, 8.4*
COc1cc(C2CC(c3ccc(C)cc3)=Nc3c(N)nc(N)nc3N2)ccc1Oc1nc(Nc2ccc(F)cc2)nc(N(C)C)n1 (configuration not stated)
 : 0.6*, 47.1, 5.2*, 13.2, 22.3, 15.6, 38.7, 19.8
CC[C@]1(O)C[C@@H]2CN(CCc3c([nH]c4ccccc34)[C@@](C(=O)OC)(c3cc4c(cc3OC)N(C)[C@H]3[C@@](O)(C(N)=O)[C@H](O)[C@]5(CC)[C@@H]6C[C@@H]6CN6CC[C@]43[C@@H]65)C2)C1
 : 12.1, 17.7, 18.9, 17.1, 13.8, 43.8, 2.3*, 11.8
c1coc(-c2nc3ccccc3s2)c1
 : 71.1, 78.8, 74.0, 74.9, x, 111.8, 91.7, 83.1
Cc1ccc2c(C(C[N+](=O)[O-])c3ccco3)c(-c3ccccc3)[nH]c2c1 (configuration not stated)
 : 24.0, 14.4, 16.5, 21.0, 27.4, 8.5*, 41.8, 11.5
O=C1/C(=C\c2cnc3ccccc3n2)SC(=S)N1CCc1ccc(O)cc1
 : 98.2, 78.9, 104.1, 95.9, x, 111.5, 99.0, 97.0
COc1cc(-c2nc(-c3ccccc3)[nH]c2-c2ccnc(NCCCNS(=O)(=O)c3ccc(C)cc3)n2)ccc1F
 : 89.4, 56.9, 65.4, 45.1, 54.0, 79.4, 91.7, 58.9
CCc1cccc(CC)c1N1C(=O)COCC1=O
 : 80.2, 97.3, 107.5, 92.3, 107.3, 101.2, 107.6, 98.3
COc1ccccc1Nc1nc(-c2cc3cccc(C(F)(F)F)c3oc2=O)cs1
 : 10.2, 8.0*, 15.7, 14.9, 16.8, -2.4*, 19.1, x
CC(=O)CC(=O)NC1CCCCCC1
 : 119.1, 102.6, 110.8, 107.2, 111.4, 108.7, 91.6, 102.3
O=C(CI)OCC(COC(=O)CI)OC(=O)CI
 : -12.9*, x, 56.1, 44.4, 50.9, 51.6, 91.3, 41.6
O=C1/C(=C\c2cn(-c3ccccc3)nc2-c2ccc(Cl)cc2)CCc2ccccc21
 : 89.1, 115.1, 83.1, 100.1, 108.7, 89.9, 93.0, x
Cc1ccc(NC(=O)NNC(=O)/C=C/c2cn(-c3ccccc3)nc2-c2ccc(Cl)cc2)cc1
 : 99.6, 104.5, 96.6, 96.7, 99.4, 113.7, 100.7, 93.5
O=C(COc1ccc(Cl)cc1)N1N=C(c2ccccc2)CC1(O)c1cc(F)c(Cl)cc1Cl (configuration not stated)
 : 86.4, 81.2, 120.8, 93.5, 134.3, x, 96.6, 82.8
COc1ccc(C(=O)Nc2ccccc2)cc1N
 : 97.3, 104.3, 89.9, 103.6, 104.5, 97.3, 103.2, 104.9
COc1ccc(-c2nc3sccn3c2-c2ccnc(NCCCNS(=O)(=O)c3ccccc3)n2)cc1
 : 41.7, 64.4, 32.4, 50.3, 69.3, 56.9, 65.6, 33.1
COc1ccc(-c2[nH]nc(N)c2-c2cc(OC)c(OC)c(OC)c2)cc1
 : -23.7*, -5.9*, 16.3, -3.0*, -9.0*, 34.0, -10.6*, -15.6*
COc1cc2c(c(OC)c1OC)C(=O)CC(c1cccc(C(=O)Nc3cccc([N+](=O)[O-])c3)c1)O2 (configuration not stated)
 : 33.8, 10.3, 57.0, 22.8, 17.3, 57.7, 69.0, 36.5
N#Cc1c(Nc2ccc(Cl)cc2)n[nH]c1-c1cccs1
 : 97.3, 94.2, 73.3, 91.6, 92.0, 94.3, 84.2, 94.4
CCCCc1oc2ccc([N+](=O)[O-])cc2c1C(=O)c1ccc(C#Cc2ccc(F)cc2)cc1
 : 78.6, 89.9, 87.6, 86.3, 72.0, 81.1, 81.0, 73.3
C1Cc2[nH]nc(-c3n[nH]c4c3CCC4)c2C1
 : x, 108.2, 99.5, 111.3, 108.8, 106.4, x, 95.0
COc1cc(/C=N\NC(=O)c2ccc(-c3nc4ccc(C)cc4[nH]3)cc2)cc(OC)c1OC
 : x, 61.2, 15.7, 74.6, 47.2, 95.9, 84.7, 43.3
CCOc1ccc(-c2nc(NC(=O)c3cccc(S(C)(=O)=O)c3)sc2C)cc1
 : 78.6, 79.9, 86.8, 84.9, 71.1, 78.9, 91.4, 59.5
Cc1cc(C)c(Br)c(C)c1
 : 116.7, 111.9, 118.0, 136.6, 101.2, x, 103.3, 124.8
COc1ccc(C(=O)N/N=C/c2cc(Br)ccc2OC)cc1
 : 73.0, 112.5, 87.8, 108.3, 117.5, 85.1, 99.3, 112.7
CCC(C)[C@@H]1N[C@]2(C(=O)Nc3ccccc32)[C@@H](c2ccc(F)cc2)[C@@H]1C(=O)c1ccc(O)cc1 (some centres not stated)
 : 71.4, 84.0, 83.7, 76.9, 90.1, 90.7, 78.3, 82.9
Cc1c2ccccc2nc(CSc2ccccc2)[n+]1[O-]
 : 86.3, 104.0, 83.2, 94.6, 117.2, 104.8, 95.0, 88.2
COc1ccc2c(c1)oc1c(C)c3c(c(C)c12)C(=O)NC3=O
 : 80.3, 76.5, 113.9, 70.9, 87.9, 89.7, 105.1, x
CCCCOC(=O)c1ccc(C(C)C)cc1
 : 102.1, 112.1, 94.9, 83.3, 110.2, 100.4, 109.1, 106.4
COc1cc2nc(-c3ccc(Cl)cc3)cc(OCCN3CCCC3)c2cc1OC
 : 61.1, 83.6, 80.5, 82.3, 85.4, 75.7, 78.4, 58.2
Oc1ccc(-c2nccs2)cc1
 : 88.6, 100.4, 99.5, 96.3, 107.2, 101.5, 111.7, 105.2
O=C1C(Cl)=C(NCCCCCCNC2=C(Cl)C(=O)c3ccccc3C2=O)C(=O)c2ccccc21
 : 88.0, 97.3, 81.6, 82.4, 85.2, 89.2, 78.2, 69.7
COC(=O)c1c2c(c(C)[n+]([O-])c1C)C(=O)C=C(NCc1ccc(F)c(F)c1)C2=O
 : 10.5, 5.3*, -65.7*, -26.5*, -6.0*, -78.4*, -31.2*, 1.1*
COc1cc(C2=NN(C(C)=O)C(c3cn(S(=O)(=O)c4cccc5cccnc45)c4ccccc34)O2)cc(OC)c1OC (configuration not stated)
 : x, x, 95.1, 83.0, 81.8, 98.0, 78.2, 73.0
Cc1cccnc1F
 : 103.0, 104.7, 97.5, 103.7, 100.8, 96.2, 106.1, 101.2
CCOC(=O)c1ccc(N=Cc2sc(=O)[nH]c2O)cc1
 : 117.2, 100.5, 92.0, 99.9, 100.6, 98.6, 95.5, 102.9
CCN1C(=S)N(CC)C2C1NN=c1s/c(=C3\C(=O)N(C(C)C)c4ccccc43)c(=O)n12 (configuration not stated)
 : 56.8, 86.0, 61.4, 91.6, x, 82.7, 64.0, 80.9
N#CCCNc1ccc(-c2ccccc2)cc1
 : 102.8, 87.0, 83.2, x, 98.6, 101.6, 116.2, 94.5

# Some of the entries above in a different format.
O=C1C(Cl)=C(NCCCCCCNC2=C(Cl)C(=O)c3ccccc3C2=O)C(=O)c2ccccc21
  SR: 88.0; CCRF-CEM: 97.3; MCF7: 81.6; MOLT-4: 82.4; RPMI-8226: 85.2; MDA-MB-468: 89.2; MDA-MB-231: 78.2; K-562: 69.7

COC(=O)c1c2c(c(C)[n+]([O-])c1C)C(=O)C=C(NCc1ccc(F)c(F)c1)C2=O
  SR: 10.5; CCRF-CEM: 5.3*; MCF7: -65.7*; MOLT-4: -26.5*; RPMI-8226: -6.0*; MDA-MB-468: -78.4*; MDA-MB-231: -31.2*; K-562: 1.1*

# Only RPMI-8226, MDA-MB-468 and MCF7 (five entries from above):
Compound	RPMI-8226	MDA-MB-468	MCF7
COc1cc(C2=NN(C(C)=O)C(c3cn(S(=O)(=O)c4cccc5cccnc45)c4ccccc34)O2)cc(OC)c1OC (configuration not stated)	81.8	98.0	95.1
Cc1cccnc1F	100.8	96.2	97.5
CCOC(=O)c1ccc(N=Cc2sc(=O)[nH]c2O)cc1	100.6	98.6	92.0
CCN1C(=S)N(CC)C2C1NN=c1s/c(=C3\C(=O)N(C(C)C)c4ccccc43)c(=O)n12 (configuration not stated)	x	82.7	61.4
N#CCCNc1ccc(-c2ccccc2)cc1	98.6	101.6	83.2

# (more compounds)
structure,SR,CCRF-CEM,MCF7,MOLT-4,RPMI-8226,MDA-MB-468,MDA-MB-231,K-562
COc1cc2cc3cc4cc(OC)c(OC)cc4c(C)[n+]3cc2cc1OC (tested in a mixture with another compound),x,51.8,67.6,40.1,43.0,44.0,94.5,58.1
O=c1cc(CO)[nH]c(=O)[nH]1,96.0,106.8,108.2,101.2,104.8,93.6,110.2,106.4
O=C(Cn1cc(CSc2nnc3oc4ccccc4n23)nn1)Nc1ccc(Br)cc1,x,97.9,65.3,x,93.2,80.1,35.5,x
CCOC(=O)C(C(=O)OCC)c1cc(NC(=O)c2ccccc2)ccc1NC(=O)c1ccccc1,85.9,81.7,91.9,90.1,84.8,114.0,99.8,93.4
Cc1c(O)c(=O)ccn1-c1ccc(N)cc1,x,103.9,96.1,111.0,103.2,101.9,102.4,117.8
COc1cccc2c1C(=O)c1c(O)c3c(c(O)c1C2=O)C[C@@](O)(/C(C)=N/NC(=O)c1cccc([N+](=O)[O-])c1)C[C@@H]3OC1CC(N)C(O)C(C)O1 (some centres not stated),x,x,-9.0*,-39.0*,-55.6*,-18.9*,-5.4*,-75.7*
CC(C)=CCC[C@](C)(O)[C@H]1CC[C@]2(C)[C@@H]1CC[C@@H]1[C@@]3(C)C/C(=C/c4ccc(C=O)cc4)C(=O)C(C)(C)[C@@H]3CC[C@]12C,96.7,99.4,96.6,88.9,99.8,110.5,86.3,102.0
c1ccc(CCOC(c2ccccc2)(c2ccccc2)c2ccccc2)cc1,75.9,74.3,82.6,86.8,90.1,83.8,93.1,76.3
CCOC(=O)c1noc2c1CCc1cn(Cc3cccc(OC)c3)cc1-2,90.4,110.3,98.6,90.7,102.6,101.9,114.6,86.9
O=Cc1cc([N+](=O)[O-])ccc1Cl,38.3,37.0,48.7,94.8,63.8,105.8,84.7,x
CCOC(=O)Cn1c(-c2nonc2NC(=O)c2ccccc2F)nc2ccccc21,10.8,42.3,37.0,25.0,40.6,76.0,62.8,31.3
CCOc1ccc2nc(C)cc(Nc3ccc(S(=O)(=O)Nc4nccs4)cc3)c2c1,x,108.0,93.2,130.7,97.0,104.7,104.1,133.2
CCCCCCCCCCCCCCCCCC(=O)Oc1ccc(OCc2ccccc2)cc1,106.4,x,103.3,103.5,x,107.5,107.6,99.8
CCCCCCCCCC(=O)OCCCC(CCC(CCC1CCCO1)OC(=O)CCCCCCCCC)OC(=O)CCCCCCCCC (configuration not stated),89.7,107.6,95.0,x,105.4,95.3,101.6,88.9
COc1cc(CN2CCO[C@H](COc3cccc(F)c3)C2)ccc1Cl,50.8,42.8,26.7,52.8,30.4,11.4,33.2,21.1
CCN(CC)CC(O)COc1c(Br)c(Br)c(Br)c2c1OC(C)(C)C2 (configuration not stated),16.7,45.8,73.2,22.3,85.5,x,44.7,23.9
CC(C)(O)CCC1=C(O)c2ccccc2C(=O)C1=O,106.0,99.9,104.5,96.7,98.3,103.5,104.9,91.6
C/C(=N\Nc1ncc(-c2ccc3occc3c2)s1)c1nnn(-c2ccc([N+](=O)[O-])cc2)c1C,93.1,107.4,85.0,108.6,97.8,119.1,113.0,100.0
COc1ccc(/C=N/C2=C(C#N)C(c3ccc(N(C)C)cc3)c3c(ccc4ccccc34)O2)cc1 (configuration not stated),86.9,96.8,72.5,94.3,79.0,96.1,63.6,91.0
Nc1ncnc2c1N=C(c1cccc(Nc3ccncc3)c1)CC(c1ccc(Cl)cc1)N2 (configuration not stated),49.0,75.2,59.3,63.7,46.4,74.8,65.7,28.4
COc1cc(N2c3ccccc3C(=O)OC23OC(=O)c2ccccc23)cc(OC)c1OC (configuration not stated),94.3,93.8,87.6,76.0,82.8,101.3,115.3,95.4
C=CCCCCCCCCC1OCC(CC)(CCCC)CO1 (configuration not stated),93.9,92.9,100.4,107.3,95.1,99.4,100.8,91.5
O=C1C2=C(Nc3cc([N+](=O)[O-])ccc3N2)OC1c1ccccn1 (configuration not stated),122.2,94.9,83.8,120.2,92.5,96.3,101.3,101.1
NC(Cc1ccccc1)C(=O)NNc1n[nH]c(=S)n1N (configuration not stated),113.4,103.7,102.9,109.9,106.7,103.9,101.4,109.1
